Source: PubChem BioAssay (National Center for Advancing Translational Sciences (NCATS))
PNC assembly inh: inhibitors of perinucleolar compartment assembly. PC3M PTB-GFP, PNC prevalence imaging, 16 h; stronger effect = lower value. activity change (PNC), negative = inhibition, % at 10 µM. actives 3.1% (n = 140,000). AID 2417;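 active means readout at or below -70, meaning at least 70% loss of cells showing the perinucleolar compartment, a nuclear body marking cancer cells; inconclusive means readout between -30 and a set limit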;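 further: plate controls were DMSO wells for no effect and camptothecin positive control wells for full effect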
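Compounds are pinned in duplicate onto adhered PC3M cells stably expressing GFP-tagged PTB and incubated 16 h at 37 C. Cells are then fixed, nuclei stained with Hoechst, and PNC-positive cells counted.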
IMPase inh: membrane-permeable compound that blocks inositol monophosphatase; AID 901; CHO-M1 cells, IP1 accumulation, HTRF TR-FRET ratio; inhibition (IP1 accumulation), % at 46.1 µM; 120,000 tested, under 10 active; active means well fitted curve in the direction sought with a large enough effect in the signal ratio, not every such curve was filed as active; inconclusive means small, poorly fitted or top-dose-only effect, or a change in a side signal; inactive means no such curve, though single readings can be large or run the other way; the % refers to the signal ratio;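 further: cells stimulated with carbachol in lithium chloride buffer; plate controls were DMSO basal wells for no effect and reference inhibitor wells for full effect; higher means more IMPase inhibition seen as more IP1 and lower FRET ratio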
Target sequence (P97697 whole entry, looked up): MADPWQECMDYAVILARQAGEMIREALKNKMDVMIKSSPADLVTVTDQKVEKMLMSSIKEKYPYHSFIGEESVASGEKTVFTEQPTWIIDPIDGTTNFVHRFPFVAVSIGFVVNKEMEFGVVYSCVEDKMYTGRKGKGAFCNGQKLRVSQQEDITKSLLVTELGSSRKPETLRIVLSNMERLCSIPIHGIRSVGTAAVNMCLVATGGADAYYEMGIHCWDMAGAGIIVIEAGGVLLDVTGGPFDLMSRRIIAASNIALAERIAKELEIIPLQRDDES
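Seeded CHO-M1 cells were dosed with compound at up to 46 uM, stimulated with carbachol for 30 min, then lysed in IP-One detection reagents. Higher IP1 lowers the TR-FRET signal.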
ALOX15B inhib: inhibitors of human 15-lipoxygenase 2 (ALOX15B) | O15296 | purified 15hLO-2, xylenol orange hydroperoxide absorbance | Potency, µM (doses to about 57.1 µM), without a hit: at the highest dose activity change, negative = inhibition, usual class: inhibitors | actives 0.56% (n = 110,000) | AID 881; further: potency means the concentration at half of the fitted maximal effect; nearly all actives have a fitted effect of over 60% in size; many of its hits are not listed in these tables
Target sequence (O15296 whole entry, looked up): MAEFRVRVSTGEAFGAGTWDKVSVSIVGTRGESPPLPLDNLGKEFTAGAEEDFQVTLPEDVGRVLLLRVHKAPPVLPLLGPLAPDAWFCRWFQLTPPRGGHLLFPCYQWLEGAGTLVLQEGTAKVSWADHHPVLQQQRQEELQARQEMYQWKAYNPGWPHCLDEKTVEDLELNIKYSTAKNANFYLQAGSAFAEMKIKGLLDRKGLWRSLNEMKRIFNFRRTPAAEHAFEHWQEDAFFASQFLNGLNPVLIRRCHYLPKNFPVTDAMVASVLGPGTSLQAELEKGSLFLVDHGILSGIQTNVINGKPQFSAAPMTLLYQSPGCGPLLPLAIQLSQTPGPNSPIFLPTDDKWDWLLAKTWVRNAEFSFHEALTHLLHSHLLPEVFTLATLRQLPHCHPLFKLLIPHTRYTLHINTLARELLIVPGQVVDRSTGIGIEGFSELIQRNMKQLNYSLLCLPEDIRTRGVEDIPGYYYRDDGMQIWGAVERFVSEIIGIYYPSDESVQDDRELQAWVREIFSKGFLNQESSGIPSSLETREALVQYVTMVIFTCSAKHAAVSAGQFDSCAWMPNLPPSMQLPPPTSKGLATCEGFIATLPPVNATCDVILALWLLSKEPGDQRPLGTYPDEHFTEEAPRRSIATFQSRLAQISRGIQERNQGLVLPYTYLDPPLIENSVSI
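Purified human 15hLO-2 (50 nM final) preincubated with compounds 15 min at room temperature in 25 mM Hepes pH 7.5, 0.01% Triton X-100, then 45 uM arachidonic acid added for 90 min; hydroperoxide detected via ferrous/xylenol orange, 573/405 nm absorbance ratio.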
ALOX12 inhib: inhibitors of human 12-lipoxygenase (ALOX12); Potency, µM (highest dose often 57.1 µM), without a hit: at the top dose activity change, negative = inhibition, usual class: inhibitors; actives 0.12% (n = 150,000); purified 12-hLO, xylenol orange hydroperoxide absorbance; AID 1452; P18054; further: potency means the concentration at half of the fitted maximal effect; nearly all actives have a fitted effect of over 55% in size; many of its hits are not listed in these tables
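Hydroperoxide formation by human 12-lipoxygenase from 40 uM arachidonic acid was followed colorimetrically via ferric-xylenol orange complex, using the 573/405 nm absorbance ratio. Enzyme concentration was 150 nM, with 30 min reaction at room temperature.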
* = called active by the depositor; ? = inconclusive; · = not tested or not shown; [ ] = remark or other dose. Unless noted, the call rests on the fitted dose curve; in most records, active means well fitted curve in the direction sought with a large enough effect; inconclusive means small, poorly fitted or top-dose-only effect, or another doubt; inactive means no such curve, though single readings can be large; an effect the other way counts as inactive or inconclusive. Unless noted, on the % scale 0 is the no-effect control and ±100 the full control effect. The list is partial, so the mix of outcomes need not match the whole.

SMILES	PNC assembly inh	IMPase inh	ALOX15B inhib	ALOX12 inhib
CN1C(=O)CC(C(=O)O)SC1=Nc1cc(Cl)cc(Cl)c1 (stereo not given)	-87*	·	·	0%
COC(=O)c1ccc(C=O)cc1	·	·	-7%	5%
COc1ccc(/C=N/Nc2nc(N3CCCC3)nc(N3CCCC3)n2)c(OC)c1OC	?	·	·	-2%
O=S(=O)(c1ccc2nc(SCc3ccc(Cl)cc3)[nH]c2c1)N1CCOCC1	17	·	·	-6%
Cc1occc1C(=O)NNC(=O)Cc1ccccc1	27	-8	-12%	4%
COc1ccc(NC(=S)NCCc2ccc(F)cc2)c(OC)c1	-28	·	·	-11%
CCOC(=O)c1ccccc1NC(=O)CSc1nnc(C(C)C)n1CC	3	17	·	-2%
Cc1ccc(C2(C)CC(C)(C)N(C(=O)CSc3nnc(C)s3)c3ccccc32)cc1 (stereo not given)	?	·	·	-3%
COc1ccccc1C(=O)O/N=C(/C)c1ccc(N2C(=O)C3CCCCC3C2=O)cc1 (stereo not given)	22	9	-4%	0%
O=S1(=O)N=CN(Cc2cccc(F)c2)c2ccccc21	14	0	2%	1%
O=C(Cn1c(=O)sc2ccccc21)Nc1ccc(S(=O)(=O)N2CCCC2)cc1	-15	-2	-7%	-2%
COc1ccc2cc3cc(C(=O)N4CCN(c5ccccc5)CC4)oc3nc2c1	6	-12	4%	-9%
Cc1ccccc1NC(=S)N=Nc1c(O)n(C)c2ccc(S(=O)(=O)N3CCOCC3)cc12	0	·	·	4%
O=C(Nc1ccc(-c2nc3c(ccc4ccccc43)o2)cc1)c1ccco1	-1	-10	-4%	-4%
Cc1ccc(NC(=O)c2cc(-c3ccco3)on2)cc1	14	9	-6%	0%
COC(=O)c1cc2ccsc2n1CC(=O)Nc1cc(C)cc(C)c1	?	1	1%[2.29 µM]	1%
Cc1ccccc1CSCCNS(C)(=O)=O	9	-6	2%	-2%
CCn1c2ccccc2c2cc(Nc3cc(C)nc4ncnn34)ccc21	?	18	·	1%
Cc1ccccc1-n1c(SC/C(O)=C(\C#N)c2nc3ccccc3[nH]2)nnc1-c1ccncc1	-17	1	25%	-1%
O=C(COC(=O)c1ccccc1Cl)Nc1nccs1	?	2	3%	-3%
Cc1cccc(NC(=O)/C(C#N)=C/c2ccc(Sc3ccccc3)o2)c1C	-4	·	·	-1%
Cc1ccccc1NC(=O)CN1C(=O)S/C(=C\c2cccn2-c2cccc(C(=O)O)c2)C1=O	?	12	25µM*	-10%
O=C(CCC1(C(=O)O)CCC(=O)NC1)NCc1ccccc1 (stereo not given)	?	-12	7%	-3%
CN(C)C(/C=C/Nc1ccccc1F)=C(C#N)C#N	21	4	3%	1%

Looked up above:
Result of Cc1ccccc1CSCCNS(C)(=O)=O under PNC assembly inh: 9
Result of O=C(Nc1ccc(-c2nc3c(ccc4ccccc43)o2)cc1)c1ccco1 under PNC assembly inh: -1
Result of Cc1ccccc1NC(=S)N=Nc1c(O)n(C)c2ccc(S(=O)(=O)N3CCOCC3)cc12 under PNC assembly inh: 0

The results go on.
SMILES	PNC assembly inh	IMPase inh	ALOX15B inhib	ALOX12 inhib
O=c1[nH]c(CN2CCN(c3ccccc3Cl)CC2)nc2ccsc12	10	0	-2%	-5%
COc1ccc(/C=N/NC(=O)c2cc(-c3ccccc3OC)nc3ccccc23)cc1COC(C)=O	14	1	-3%	-6%
O=C(CSc1ncn[nH]1)Nc1cccc(S(=O)(=O)N2CCCCCC2)c1	-9	·	·	2%
Cc1ccnc(NC(=O)CCC(=O)N(CC(=O)NC(C)(C)C)C2CCCC2)c1	2	4	0%	-5%
COc1cccc2c1C(=O)O/C2=C/c1ccc2c(c1)OCO2	11	-10	-10%	2%
CCN1C(=O)CSc2ccc(C(=O)OC)cc21	51	·	·	2%
Cc1cccc(OCC(=O)Nc2cc(C)on2)c1	22	?	·	-1%
O=C(NC(=S)NC1CC1)c1cccnc1	56	-4	-10%	3%
COc1cc(/C=N/NC(=O)C(C)n2nnc3ccccc32)ccc1O (stereo not given)	-29	2	3%	5%
CCOc1cccc(-c2nnc(SCC(=O)Nc3cc(OC)cc(OC)c3)n2N)c1	?	-5	-11%	-3%
NC(=O)CC[C@@H]1NC(=O)[C@@H]2CCCN2C(=O)c2cc([N+](=O)[O-])cc(F)c2NCCC[C@@H](C(N)=O)NC1=O	35	·	·	2%
COc1ccc2c(c1)c(C(=O)CN1CCN(C(=O)c3ccco3)CC1)c(C)n2C	-22	8	-3%	-2%
CCN(CC)CCCn1c(=S)[nH]c2cc(OC)c(OC)cc2c1=O	?	0	8%	4%
COc1ccc(CCNC(=O)C2CCN(S(C)(=O)=O)CC2)cc1	48	3	5%	11%
Cc1ccccc1NC(=O)c1cccc(S(=O)(=O)Oc2ccc([N+](=O)[O-])cc2)c1	74	12	1%	-6%
Cc1noc(C)c1C(=O)Nc1ccc(Cl)cc1C(F)(F)F	-23	-1	0%	-2%
CC(C)C(=O)N1CCc2cc(-c3csc(N)n3)ccc21	45	0	-25%	-4%
CCCN(C(=O)CSc1cc(-c2ccccc2)c2ccc(OC)cc2n1)C1CCS(=O)(=O)C1 (stereo not given)	?	3	·	0%
CSC1CCCCC1(O)CSc1nc2ccccc2o1 (stereo not given)	17	16	-2%	-4%
O=S(=O)(c1ccc(NCCc2c[nH]c3ccccc23)nc1)N1CCOCC1	?	5	-1%	-4%
O=C(CCC(=O)OCC(=O)c1ccc(Cl)cc1)NC1CCCCC1	?	0	-11%	1%
Cc1nc2ccc(NC(=O)NCCO)cc2s1	11	-4	-1%	-4%
CCOc1ccccc1OCCCCN1CCCC1	30	15	-1%	-4%
CCC(=O)Nc1nnc(SCCOC)s1	?	7	2%	12%
CCC1CCC2(CC1)NC(=O)N(CC(=O)Nc1cc(C)on1)C2=O (stereo not given)	-28	·	·	0%
CCOc1ccccc1-c1cc(-c2n[nH]c(=S)n2CC)c2ccccc2n1	-15	·	·	2%
Cc1cc(/C=N/NC(N)=S)c(C)n1-c1ccc(Cl)cc1	84	·	·	?
CC(C)COC(=O)CCNc1n[nH]c(=O)[nH]c1=O	-21	1	-3%	-2%
COc1ccccc1NC(=O)CSc1nncn1-c1cccnc1	34	2	·	3%
CCCC(CCC)C(=O)OC1C[C@H]2CC[C@@H](C1)[N+]2(C)C (stereo not given in full)	59	·	·	4%
Cc1cc(S(=O)(=O)Nc2ccc(F)cc2)c(C)s1	?	-2	-3%	-1%
CC1(C)CC2C1CC[C@]1(C)CCC3C(C(=O)O)CC(=O)O[C@]32C1 (stereo not given in full)	·	·	72%[activator]	0%
CCCCC(=O)Nc1cc2nn(-c3ccc(OC)cc3)nc2cc1C	-6	8	6%	-3%
O=C1C(=O)N(Cc2ccco2)C(c2cccc(Cl)c2)/C1=C(\O)c1ccc2c(c1)OCCO2 (stereo not given)	-21	-29	·	-7%
O=C(NCCCN1CCOCC1)NC1CCCCC1	13	5	-11%	-9%
COc1ccc(CCn2c(SCC(=O)Nc3cc(C)on3)nc3ccccc3c2=O)cc1OC	2	-3	-17%	0%
CC(C)c1nc(SCC(=O)N2CCCc3ccccc32)c2c(=O)n(C)c(=O)n(C)c2n1	6	12	-11%	5%
COC(=O)C1=C(C)NC(=O)/C1=C\c1ccco1	-14	12	-26%	-15%
COc1nc(-c2ccccc2)ccc1-c1noc(C)n1	-20	?	18%	-10%
Cc1ccc2[nH]c3c(c2c1)CN(C(=O)CN1CC(C)OC(C)C1)CC3 (stereo not given)	?	-10	-8%	-5%
Cc1ccc(S(=O)(=O)N=S(CC2CC2(Cl)Cl)CC2CC2(Cl)Cl)cc1 (stereo not given)	-29	3	-1%	-4%
N#CCCCSc1nnc(-c2ccccn2)o1	?	6	-5%	-2%
O=C(c1ccc(Cn2cc(Br)cn2)cc1)N1CCN(c2ccccc2)CC1	37	2	-8%	-6%
NS(=O)(=O)c1ccc(NS(=O)(=O)c2cccs2)cc1	?	?	5%	7%
O=C(NC1CCCCC1)C1CCCN1S(=O)(=O)c1cccc2nsnc12 (stereo not given)	4	-1	2%	-7%
CCCCOc1ccc(-c2ncc(Cl)cn2)cc1	?	-5	9%	5%
CSc1ccc(/C=C(/NC(=O)c2ccc(C)cc2)C(=O)Nc2cccc(F)c2)cc1	77	·	·	1%
O=c1cc(-c2ccccc2)nc(SCc2ccc(Cl)cc2)[nH]1	11	-5	6%	1%

Arranged by heavy-atom count (falling): part of the list above.
SMILES	PNC assembly inh	IMPase inh	ALOX15B inhib	ALOX12 inhib
CSc1ccc(/C=C(/NC(=O)c2ccc(C)cc2)C(=O)Nc2cccc(F)c2)cc1	77	·	·	1%
O=C(NC1CCCCC1)C1CCCN1S(=O)(=O)c1cccc2nsnc12 (stereo not given)	4	-1	2%	-7%
Cc1ccc(S(=O)(=O)N=S(CC2CC2(Cl)Cl)CC2CC2(Cl)Cl)cc1 (stereo not given)	-29	3	-1%	-4%
O=c1cc(-c2ccccc2)nc(SCc2ccc(Cl)cc2)[nH]1	11	-5	6%	1%
COc1nc(-c2ccccc2)ccc1-c1noc(C)n1	-20	?	18%	-10%
CCCCOc1ccc(-c2ncc(Cl)cn2)cc1	?	-5	9%	5%
COC(=O)C1=C(C)NC(=O)/C1=C\c1ccco1	-14	12	-26%	-15%

Later entries.
SMILES	PNC assembly inh	IMPase inh	ALOX15B inhib	ALOX12 inhib
COc1ccccc1N1CCN(CCN2C(=O)c3ccccc3C(C)(C)C2=O)CC1	·	1	22%	-8%
CCC(C)NC(=O)C1CCN(S(=O)(=O)c2cccc3cccnc23)CC1 (stereo not given)	13	-1	0%	7%
FC(F)(F)c1cccc(N2CCN(c3ccc4nnc(-c5ccccc5)n4n3)CC2)c1	19	-5	11%	-4%
COc1cc2cc(CN(CCCO)S(=O)(=O)c3ccccc3Cl)c(=O)[nH]c2cc1OC	-18	-1	-22%	0%
O=C(COC(=O)c1cccnc1)c1ccc(Cl)cc1	-18	0	-21%	-13%
CC(C)c1cc(C(=O)Nc2cccc(C(F)(F)F)c2)no1	12	8	-2%	5%
COc1cc(C(C(=O)NC2CCCCC2)N(C(=O)Cc2c[nH]c3ccccc23)c2ccccc2C)cc(OC)c1OC (stereo not given)	-12	·	·	0%
Cc1cccc(NC(=O)c2cc(NC(=O)c3ccccc3)ccc2N2CCCCC2)c1	10	-1	-14%	6%
COc1cccc(-n2c(=O)[nH]cc(C(=O)Nc3ccc4c(c3)OCCO4)c2=O)c1	-4	-12	·	-1%
CC(O)CNCc1ccc(-c2ccccc2)cc1 (stereo not given)	45	?	18%	10%
Brc1ccc(C2CC(c3ccccc3)=Nc3ccccc3N2)cc1 (stereo not given)	-29	·	·	-5%
CCCCN1C(=O)C(=O)N(c2ccccc2)C1=S	1	·	·	6%
CCOC(=O)C1CCN(S(=O)(=O)c2cccc(-c3cn4cc(Cl)ccc4n3)c2)CC1	6	12	4%	6%
O=C(Cn1cnc2c(nnn2Cc2ccccc2)c1=O)NCC1CCCO1 (stereo not given)	?	4	-4%	0%
Cc1noc(C)c1C(=O)N1CCC2(CCCN(c3ccccc3)C2)CC1	·	·	-1%	-5%
c1coc(-c2nc3ccccc3nc2-c2ccco2)c1	10	-1	-7%	-4%
CN(Cc1ccco1)c1ccnc(-c2cccc(NS(C)(=O)=O)c2)n1	·	·	-3%	-1%
N/C(=N\OC(=O)COc1ccc(Br)cc1Cl)c1ccccn1	-30	·	·	-3%
CCOc1ccc(CC2CC(=O)NC2=O)cc1 (stereo not given)	36	-1	-2%	4%
O=C(NC1CCCCCCC1)c1ccccc1O	37	5	6%	-24%
CCN1C(=O)NC2=C(C(=O)c3ccccc32)C1c1ccccc1F (stereo not given)	?	2	-12%	-5%
CCOC(=O)N1CCN(S(=O)(=O)c2ccc3[nH]cc(C(=O)O)c(=O)c3c2)CC1	54	?	-2%	-7%
O=C(CCCn1c(=O)[nH]c2cc(Cl)ccc2c1=O)NC1CCCCCC1	33	-5	-8%	7%
Cc1ccc(NC(=S)NNC(=O)Cn2nc(C(F)F)cc2C(F)F)cc1	-12	·	·	0%
